esBAF inh: Bmi1 luciferase reporter increase in mESCs, primary screen, esBAF inhibitor project, mouse ES cells, Bmi1 luciferase knock-in, single point | 24 h; 100% = twice the neutral-well signal | reporter increase, % at 12.5 µM | hit rate 2% among 350,000; in the data active means activation above about 40%;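 further: 0% = median of the plate's neutral control wells and 100% = double that signal; a rise in the Bmi1 reporter signal indicates esBAF inhibition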
CASP6 VEID inh: human caspase-6 inhibitors, primary screen, biochemical, VEID-R110 fluorescence, single point, set 2; hit rate 0.53% among 350,000; inhibition, % at 12.5 µM; purified caspase-6, Z-VEID-R110 cleavage fluorescence;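 active means mean inhibition across replicates at least about 35%, with every replicate also reaching that limit, limit read from the data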;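 further: 0% = median of neutral control wells and 100% = no fluorescence left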
Target sequence (P55212 24-179 limits assumed): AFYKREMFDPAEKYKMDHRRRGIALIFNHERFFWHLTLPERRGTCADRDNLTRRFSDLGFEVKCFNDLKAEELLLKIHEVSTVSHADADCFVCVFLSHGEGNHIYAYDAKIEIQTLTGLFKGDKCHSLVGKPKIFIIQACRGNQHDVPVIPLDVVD
Target sequence (P55212 194-293 limits assumed): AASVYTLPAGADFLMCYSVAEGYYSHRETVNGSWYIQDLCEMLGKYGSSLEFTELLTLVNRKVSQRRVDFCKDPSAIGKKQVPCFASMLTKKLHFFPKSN
RAD52 inh: RAD52 DNA annealing inhibitors, primary screen, biochemical, FRET, single point, set 2 | recombinant RAD52 DNA annealing, FRET fluorescence | inhibition, % at 18.7 µM | hit rate 0.46% among 360,000 | AID 651710, 2012;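 active means every replicate showing at least 50% inhibition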
Target sequence (P43351 whole entry, looked up): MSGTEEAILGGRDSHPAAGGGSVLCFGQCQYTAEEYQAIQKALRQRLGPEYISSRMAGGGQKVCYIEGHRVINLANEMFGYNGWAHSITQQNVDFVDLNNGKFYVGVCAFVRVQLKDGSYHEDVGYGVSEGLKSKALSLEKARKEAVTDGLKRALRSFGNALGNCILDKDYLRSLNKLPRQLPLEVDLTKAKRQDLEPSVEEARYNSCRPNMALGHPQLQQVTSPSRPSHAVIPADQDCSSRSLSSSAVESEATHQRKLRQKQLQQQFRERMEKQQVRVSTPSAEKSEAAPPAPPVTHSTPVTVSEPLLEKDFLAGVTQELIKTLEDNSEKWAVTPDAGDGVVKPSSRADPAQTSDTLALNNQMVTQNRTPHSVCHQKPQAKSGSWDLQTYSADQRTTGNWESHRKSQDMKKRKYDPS
RAD54 branch: inhibitors of human RAD54 branch migration, primary screen, biochemical, fluorescence, single point; RAD54 Holliday junction branch migration, FAM/BHQ fluorescence; hit rate 0.14% among 360,000; DNA repair and recombination protein RAD54-like (Homo sapiens), Q92698; inhibition, % at 10.4 µM;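 active means mean normalized replicate activity at least 40 and at least half of replicates scoring 40 or more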;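 further: 0% = median of neutral control wells and 100% = median of positive control wells; inhibitors cause a drop in the FAM fluorescence signal; in these data hits start at about 50%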
PglD DTNB: C. jejuni PglD acetyltransferase inhibitors, primary screen, biochemical, DTNB colorimetric, single point; inhibition, % at 12.5 µM; hit rate 0.098% among 360,000; UDP-N-acetylbacillosamine N-acetyltransferase PglD (Campylobacter jejuni); purified PglD enzyme, DTNB colorimetric CoA detection; in the data active means inhibition above about 16%, passing the limit was not always enough; further: strong numbers were not always called active
ARNT-TACC3 inh: disruptors of ARNT/TACC3 protein interaction, primary screen, biochemical, AlphaScreen, single concentration. AlphaScreen His-ARNT PAS-B/GST-TACC3 binding, luminescence; TACC3 fragment carries E629A point mutation. hit rate 0.66% among 390,000. inhibition, % at 9.99 µM. Transforming acidic coiled-coil-containing protein 3 (Homo sapiens), Q9Y6A5;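 active means mean inhibition of replicates at least 50% and at least half of replicates each reaching 50%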;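 further: 0% = complete ARNT plus TACC3 wells and 100% = ARNT alone without TACC3; many hits fall short of the cut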
ERp5 inh: inhibitors of ERp5-driven insulin aggregation, primary screen, biochemical, turbidity, absorbance 650 nm, single point. Protein disulfide-isomerase A6 (Homo sapiens), Q15084. 90 min. inhibition, % at 9.99 µM. hit rate 0.05% among 350,000;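 active means mean replicate inhibition above about 25%, with every replicate also reaching it, limit read from the data, passing the limit was not always enough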
E-sel inducer: E-selectin induction in HUVECs, primary screen, imaging, HUVEC, immunofluorescence imaging, single point | hit rate 0.37% among 260,000 | activation, % at 7.58 µM | normalized: neutral wells 0, TNF-alpha wells 100;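 active means mean E-selectin-positive cell signal at least 10% of the positive control, reached in at least 60% of replicates, without over 20% cell loss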;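 further: in these data hits start at about 27%; measured in HUVEC primary endothelial cells; signal is the percent of cells scored E-selectin positive by PE staining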
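Read-out: % PE-positive cells | Test system: HUVEC | Doses: One compound dose added by pin transfer | Buffer or medium: EGM-2 over gelatin coat | Signal: Immunofluorescence imaging | Benchmarks: TNF-alpha, DMSO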
* hit, by the source's call; nt = not tested or not shown.

Second line of a record – esBAF inh, CASP6 VEID inh, RAD52 inh, RAD54 branch, PglD DTNB, ARNT-TACC3 inh, ERp5 inh, E-sel inducer
1. CS(=O)(=O)N1CC(=O)N2[C@H](CO)[C@H](c3ccc(C#Cc4ccccc4)cc3)[C@@H]2C1
 : nt, -1.5, 8.6, nt, nt, nt, 1.7, 0.3
2. O=C(CCS(=O)(=O)c1cccc2nonc12)N1CCCc2ccccc21
 : 11.2, nt, nt, -6.1, -2.5, -6.3, nt, nt
3. CC1(C(=O)NS(=O)(=O)c2ccccc2)CCN1C(=O)Cc1cccc2ccccc12 (stereo unspecified)
 : 0.3, 0.8, -4.3, -3.6, 2.9, nt, 0.4, -0.4
4. CCn1cc(C(=O)NCc2cccnc2)c2cc(OC)c(OC)cc2c1=O
 : -3.9, nt, nt, 0.5, 3.7, -7.6, nt, nt
5. Cc1ccc(C(=O)CN2C(=O)NC3(CCCCC3C)C2=O)s1 (stereo unspecified)
 : 6.7, 4.9, -17.6, 3.8, 3.0, 1.3, 4.3, 1.0
6. O=C(NCc1ccncc1)Nc1ccccc1F
 : nt, 2.1, -5.1, nt, nt, nt, 0.6, -0.1
7. COc1ccc(NC(=O)Nc2ccc3c(c2)C(=O)N([C@H](C)CO)C[C@H](C)[C@H](CN(C)Cc2ccc(Cl)c(Cl)c2)O3)cc1
 : 4.0, -1.4, 11.3, -1.6, -3.2, 12.1, 3.3, -1.4
8. COc1ccc(S(=O)(=O)NC(=O)C2(C)CCN2C(=O)C2CC2)cc1 (stereo unspecified)
 : -1.1, -0.3, -0.2, -1.9, -1.6, nt, 1.4, -0.1
9. O=C(NCCCCNC(=O)c1ccco1)c1ccco1
 : 5.6, nt, nt, -5.2, -5.9, -2.8, nt, nt
10. Nc1ccc(S(=O)(=O)NC(Cc2ccccc2)C(=O)O)cc1 (stereo unspecified)
 : -0.5, 7.5, -18.7, -9.4, 12.7, -1.8, 2.6, nt
11. CN(O)C(=O)Nc1ccc([N+](=O)[O-])cc1
 : nt, 3.6, -10.0, nt, nt, -2.4, 6.0, nt
12. COc1ccccc1S(=O)(=O)N(C)C[C@@H]1Oc2cc(/C=C/c3ccccc3)ccc2S(=O)(=O)N([C@@H](C)CO)C[C@H]1C
 : -4.4, 1.4, -9.5, 3.5, -2.9, -1.6, -9.4, -0.3
13. O=C(C[C@@H]1C[C@H]2c3cc(NC(=O)Nc4ccccc4F)ccc3O[C@H]2[C@@H](CO)O1)NCc1ccncc1
 : 4.0, -0.7, 9.7, -5.1, -1.1, -6.0, -6.3, -0.1
14. CSc1nc(C)c(Cc2c(F)cccc2Cl)c(=O)[nH]1
 : 2.7, -0.9, -3.2, -12.3, -0.2, -17.5, -1.5, nt
15. COc1ccccc1Nc1nnc(SCC(=O)N2CC(=O)Nc3ccccc32)s1
 : nt, nt, nt, 5.8, 1.3, -3.8, nt, 0.1
16. CC(C)NC(=O)Nc1ccc2c(c1)C(=O)N([C@@H](C)CO)C[C@H](C)[C@@H](CN(C)Cc1ccncc1)OCCCC[C@@H](C)O2
 : nt, nt, -2.9, 1.5, 2.5, -1.3, 0.7, 0.0
17. COc1ccc(NC(=O)CSc2nc3ccsc3c(=O)n2Cc2ccccn2)c(OC)c1
 : nt, 0.4, -13.8, nt, nt, 9.6, 3.1, 1.9
18. O=C(O)CC(Cc1ccccc1)c1ccc2c(c1)OCO2 (stereo unspecified)
 : -8.4, nt, nt, -14.4, 6.2, -5.6, nt, nt
19. Cc1cccc(-c2c3c(=O)n(C)c(=O)n(C)c3cn2C2CCCCC2)c1
 : -3.7, nt, nt, 2.5, -3.2, -5.5, nt, -2.2
20. Cc1nc(NC(=O)C(C)(C)C)sc1-c1nc(N)sc1-n1cc(-c2ccccc2)nn1
 : nt, -0.7, -6.8, nt, nt, nt, 0.7, 0.0
21. NC(=O)c1c(NC(=O)C2CCCO2)sc2c1CCC2 (stereo unspecified)
 : 8.5, nt, nt, -3.2, -2.2, -3.1, nt, nt
22. Nc1nc(SCC(=O)Nc2cc(C(F)(F)F)ccc2Cl)[nH]c(=O)c1NC(=O)c1ccco1
 : -13.2, 1.2, -14.8, 12.7, -3.8, 0.5, 0.6, 5.4
23. CC(=O)c1cc(-c2ccccc2)[nH]c1N1CCOCC1
 : 2.0, 1.8, -126.7, -21.4, 4.0, 16.3, 1.2, nt

In a second layout: results already given.
11	CN(O)C(=O)Nc1ccc([N+](=O)[O-])cc1
  esBAF inh: nt	CASP6 VEID inh: 3.6	RAD52 inh: -10.0	RAD54 branch: nt	PglD DTNB: nt	ARNT-TACC3 inh: -2.4	ERp5 inh: 6.0	E-sel inducer: nt

22	Nc1nc(SCC(=O)Nc2cc(C(F)(F)F)ccc2Cl)[nH]c(=O)c1NC(=O)c1ccco1
  esBAF inh: -13.2	CASP6 VEID inh: 1.2	RAD52 inh: -14.8	RAD54 branch: 12.7	PglD DTNB: -3.8	ARNT-TACC3 inh: 0.5	ERp5 inh: 0.6	E-sel inducer: 5.4

9	O=C(NCCCCNC(=O)c1ccco1)c1ccco1
  esBAF inh: 5.6	CASP6 VEID inh: nt	RAD52 inh: nt	RAD54 branch: -5.2	PglD DTNB: -5.9	ARNT-TACC3 inh: -2.8	ERp5 inh: nt	E-sel inducer: nt

5	Cc1ccc(C(=O)CN2C(=O)NC3(CCCCC3C)C2=O)s1 (stereo unspecified)
  esBAF inh: 6.7	CASP6 VEID inh: 4.9	RAD52 inh: -17.6	RAD54 branch: 3.8	PglD DTNB: 3.0	ARNT-TACC3 inh: 1.3	ERp5 inh: 4.3	E-sel inducer: 1.0

From compound 1 up to 3, copied from above:
Second line of a record – esBAF inh, CASP6 VEID inh, RAD52 inh, RAD54 branch, PglD DTNB, ARNT-TACC3 inh, ERp5 inh, E-sel inducer
1. CS(=O)(=O)N1CC(=O)N2[C@H](CO)[C@H](c3ccc(C#Cc4ccccc4)cc3)[C@@H]2C1
 : nt, -1.5, 8.6, nt, nt, nt, 1.7, 0.3
2. O=C(CCS(=O)(=O)c1cccc2nonc12)N1CCCc2ccccc21
 : 11.2, nt, nt, -6.1, -2.5, -6.3, nt, nt
3. CC1(C(=O)NS(=O)(=O)c2ccccc2)CCN1C(=O)Cc1cccc2ccccc12 (stereo unspecified)
 : 0.3, 0.8, -4.3, -3.6, 2.9, nt, 0.4, -0.4

High-throughput results deposited in PubChem by Broad Institute.
